Source: PubChem BioAssay (several laboratories)
FLuc inh counter = firefly luciferase enzyme inhibitors, primary screen, artefact control for luciferase-based inhibitor screens, biochemical, luminescence, ATPLite. Luciferin 4-monooxygenase (Photinus pyralis), P08659. 10 min. inhibition, % at 10 µM. actives 1.5% (n = 200,000);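 active = inhibition above about 50% when tested at 10 µM, limit read from the data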
Target sequence (P08659 whole entry, looked up): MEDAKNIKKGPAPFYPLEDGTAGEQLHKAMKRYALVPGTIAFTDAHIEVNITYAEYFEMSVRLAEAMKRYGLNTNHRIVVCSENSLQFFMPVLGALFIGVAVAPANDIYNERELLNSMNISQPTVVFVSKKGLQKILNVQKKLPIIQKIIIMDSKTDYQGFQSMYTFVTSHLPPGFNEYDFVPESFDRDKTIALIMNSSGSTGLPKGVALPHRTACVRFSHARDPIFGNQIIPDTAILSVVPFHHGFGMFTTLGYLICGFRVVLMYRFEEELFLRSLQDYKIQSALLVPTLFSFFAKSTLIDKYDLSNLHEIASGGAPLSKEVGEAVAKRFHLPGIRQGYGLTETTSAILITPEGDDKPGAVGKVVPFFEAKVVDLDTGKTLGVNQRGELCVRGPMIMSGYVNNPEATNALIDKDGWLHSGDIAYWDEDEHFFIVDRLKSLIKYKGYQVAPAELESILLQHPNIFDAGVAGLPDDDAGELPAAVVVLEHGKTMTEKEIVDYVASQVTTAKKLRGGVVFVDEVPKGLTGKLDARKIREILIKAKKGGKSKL
STAT1 activator = STAT1 signaling activators, primary screen, cell-based, HTS, luciferase reporter | AID 932, 2007 | activation (% of control), % at 5.5 µM | NIH 3T3 STAT1-luciferase reporter, IFN-gamma, luminescence; 100% = IFN-gamma alone, no compound | actives 2.6% (n = 200,000);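 active = activation above the screen-wide mean activation plus 3 SD, cut at about 130% in these data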;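 also: raw ratio to IFN-gamma control signal so 100% means no change and 0% no light; values of inactives mirror those of a sister screen read the other way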
APP 5'UTR act = activators of APP 5'UTR luciferase reporter, primary screen, SH-SY5Y cells. SH-SY5Y APP 5'UTR luciferase reporter, luminescence; zero percent = DMSO vehicle wells. activation, % at 2 µM. actives 1% (n = 190,000). AID 1276, 2008;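 active = activation above a set limit, based on mean plus 3 SD of controls, cut at about 140% in these data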; also: values of inactives mirror those of a sister screen read the other way
STAT1 blocker = STAT1 signaling inhibitors, primary screen, cell-based, HTS, luciferase reporter. AID 920, 2007. NIH 3T3 STAT1-luciferase reporter, IFN-gamma, luminescence. inhibition, % at 5.5 µM. actives 0.35% (n = 200,000);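 active = inhibition above a set limit, the mean inhibition across all tested compounds plus 3 SD, cut at about 34% in these data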;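 also: 0% = IFN-gamma with DMSO and 100% = IFN-gamma with 300 µM nifuroxazide; values of inactives mirror those of a sister screen read the other way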
RAM network inh = inhibitors of the yeast RAM network, primary screen, dse1pr::URA3 reporter, 5-FOA selection | S. cerevisiae dse1pr::URA3 reporter, 5-FOA growth OD615, 2 d; analog-sensitive cbk1-as2 kinase mutant strain | inhibition, % at 50 µM | actives 1.8% (n = 190,000) | AID 868, 2007;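 active = inhibition above a set limit, 3 SD over mean compound inhibition, cut at about 8.4% in these data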;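 also: 0% = DMSO-only wells with no growth and 100% = 10 µM 1-NA-PP1 full growth; inhibition rescues growth on 5-FOA so higher OD means more RAM inhibition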
Hsp70 activator = Hsp70 transcriptional activators, primary screen, cell-based, HeLa, Hsp70 promoter luciferase, luminescence, 10 µM | actives 0.04% (n = 200,000) | HeLa Hsp70 promoter luciferase reporter; scaled: vehicle 0, proteasome-inhibitor control 100% | activation, % at 10 µM;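 active = activation above the mean across all tested compounds plus 3 SD, cutoff set per campaign, cut at about 5.5% in these data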;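 also: 100% = MG132 at 30 µM as the positive control and 0% = DMSO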
STAT3 activator = IL-6 driven STAT3 reporter potentiators, primary screen, U3A cells, luciferase, luminescence, MLSCN library; IL-6 STAT3-luciferase reporter; 100% = signal with IL-6 EC80 alone; activation (% of control), % at 5.6 µM; actives 0.91% (n = 190,000);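 active = activation above the screen-wide mean of compound activation plus 3 SD, cut at about 130% in these data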;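 also: 0% = background luminescence of wells with medium and substrate only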
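Detection: reporter luminescence signal / Assay system: STAT1-lacking human U3A cells, STAT3 luciferase reporter / Incubation: compound pre-incubation 1 h before IL-6, then 6 h stimulation at 37 °C / Control set: IL-6-only high control / Read-out: % activation relative to IL-6 control / Probe or stimulus: Interleukin-6, 33 ng/mL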
STAT3 blocker = IL-6 driven STAT3 reporter inhibitors, primary screen, U3A cells, luciferase, luminescence, MLSCN library; actives 0.89% (n = 190,000); inhibition, % at 5.5 µM; IL-6 STAT3-luciferase reporter; host cell line lacks STAT1;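 active = inhibition above the mean inhibition across all screened compounds plus 3 SD, cut at about 44% in these data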;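 also: 0% = DMSO only wells and 100% = 100 µM nifuroxazide control wells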
APP 5UTR inh = inhibitors of APP translation via 5'UTR reporter, primary screen, APP 5'UTR luciferase, SH-SY5Y cells; SH-SY5Y APP 5'UTR-luciferase reporter, luminescence; inhibition, % at 2 µM; actives 0.82% (n = 190,000); AID 1285, 2008;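 active = inhibition above a set limit, derived from the sample mean plus 3 SD, cut at about 45% in these data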; also: values of inactives mirror those of a sister screen read the other way
NF-kB neuron act = activators of NF-kB expression in neurons, primary screen, cell-based, HTS. human neuronal cells, NF-kB reporter expression; active compounds read high. fold change at 12.5 µM. actives 1.6% (n = 190,000); in the data active = fold change above about 3.3
An asterisk follows results filed as active; · = no result given. Compounds as they come; overall some 7.7% were active at least once.

SMILES	FLuc inh counter	STAT1 activator	APP 5'UTR act	STAT1 blocker	RAM network inh	Hsp70 activator	STAT3 activator	STAT3 blocker	APP 5UTR inh	NF-kB neuron act
Oc1c(C(c2ccccc2Cl)N2CCCC2)ccc2cccnc12 (stereo unspecified)	-6.3	105.6	-7.2	-8.1	0.1	-0.3	90.9	17.2	7.2	0.78
CCOCCCNC(=O)C(NC(=O)C1CCC(=O)N1)c1ccc(C)cc1 (stereo unspecified)	-7.5	99.5	-4.6	0.6	0.9	-0.1	98.4	4.5	4.6	1.04
Cc1ccccc1C(=O)NC(=S)NCCC1=CCCCC1	-3.1	123.8	-5.8	-28.9	0.9	0.1	103.8	1.5	5.8	1.64
COC(=O)c1ccc(NC(=O)c2sc3nc(-c4ccccc4)cn3c2C)cc1	-2.2	101.4	11.3	-1.5	5.1	-0.4	73.8	39.3	-11.3	0.66
CCOP(=O)(OCC)C(NC(=O)Nc1c(C)cc(C)cc1C)c1ccccc1 (stereo unspecified)	3.3	94.8	-3.8	4.0	-0.6	-0.3	109.0	-8.2	3.8	1
Cn1c(SCC2CCCO2)nnc1-c1ccc([N+](=O)[O-])cc1 (stereo unspecified)	-3.3	108.2	-12.1	-10.8	1.9	0.2	99.3	3.2	12.1	1.13
Cc1ccc(NC(=O)c2noc3c2CCC3)cc1C	49.1	108.3	181.9*	-11.2	3.1	0.3	95.1	13.7	-181.8	8.26*
COC(=O)C1=C(C)NC(=O)/C1=C\c1cc(C)n(-c2ccccc2F)c1C	7.8	108.7	7.8	-10.6	5.3	0.1	93.5	13.9	-7.8	1.11
C(=N\Nc1ccccc1)/c1ccc(N2CCOCC2)cc1	19.7	120.9	105.8	-23.2	-0.4	-0.3	89.0	18.8	-105.8	1.37
O=[N+]([O-])c1cc(C(F)(F)F)ccc1NCCc1c[nH]c2ccc(O)cc12	-1.9	105.8	25.8	-1.7	-1.8	-0.2	88.6	21.0	-25.8	0.85
Cc1ccccc1-n1nc(CSc2nc3ccccc3[nH]2)c(-c2ccccc2)c1N	-8.1	97.2	3.4	3.1	-0.8	0.0	108.3	-14.9	-3.4	0.73
Cc1cccc(Cn2c(C(C)(C)C)cc3cccnc32)c1	-8.5	101.8	·	-2.0	0.5	-0.2	114.0	-11.1	·	0.7
CCOc1cccc(CNCCO)c1OCc1ccc(Cl)cc1	-4.4	97.2	-9.8	3.1	0.5	0.0	101.0	2.6	9.8	1.09
CC1CCN(C(=S)Nc2ccc3nc4n(c(=O)c3c2)CCCCC4)CC1	-4.2	102.6	12.2	-2.9	-0.9	-0.1	96.3	12.3	-12.2	1.04
CCOc1ccc(C(=O)Nc2ccc(-c3cc4ccccc4oc3=O)c(C)c2)cc1[N+](=O)[O-]	-4.6	103.0	10.1	-3.4	1.4	-0.2	92.8	6.2	-10.1	1
CSc1ccccc1C(=O)Nc1c(C)cccc1C	-7.2	102.9	34.7	-5.5	0.8	0.1	93.5	12.7	-34.7	0.85
O/N=C(\c1ccc(Cl)cc1)c1ncc(C(F)(F)F)cc1Cl	-8.3	102.4	-6.1	-2.6	-1.3	-0.3	99.4	6.3	6.1	0.9
Cc1nc(C)c(-c2nnc(-c3ccc(C(C)(C)C)cc3)o2)cc1C(=O)NN	6.5	105.5	5.1	-6.3	5.6	-0.4	110.2	-9.2	-5.1	0.77
CCCC(=O)N1CCN(Cc2ccc3c(c2)OCO3)CC1	-4.4	84.3	1.8	16.9	1.5	0.0	98.3	0.6	-1.8	1.21
CC(Sc1nnc(C(F)(F)F)n1C)C(=O)NC(N)=O (stereo unspecified)	-7.8	98.5	0.2	1.7	0.3	-0.3	111.5	-9.0	-0.2	1.05
Cc1ccc(-n2nnnc2Sc2ccc(S(=O)(=O)NCCN(C)C)cc2[N+](=O)[O-])cc1	-6.5	87.9	-35.7	13.3	2.2	0.0	82.7	26.6	35.7	0.59
N#Cc1ccsc1NC(=O)CN1CCN(S(=O)(=O)c2ccccc2C(F)(F)F)CC1	-11.6	100.6	4.2	-0.7	1.3	-0.3	103.7	-3.6	-4.2	0.82
CCC(CC)NC(=O)Nc1ccc(F)c(Cl)c1	-4.4	98.4	8.7	1.0	0.6	-0.1	105.7	5.9	-8.7	0.87
CC(=O)c1cccc(NC(=O)c2ccncc2)c1	-7.7	95.2	-7.5	5.2	0.3	-0.1	93.7	12.6	7.5	1.2
CS(=O)(=O)N(CC(=O)N1CCN(Cc2ccc3c(c2)OCO3)CC1)Cc1ccc(Cl)cc1	-6.1	91.3	-8.5	9.5	2.0	-0.4	68.4	41.4	8.5	0.98
COc1ccc(-c2nc(SC(CC(=O)NCc3ccccc3)c3ccc(OC)c(OC)c3)n[nH]2)cc1 (stereo unspecified)	-1.4	92.0	-10.1	8.9	6.6	-0.3	112.4	-10.9	10.1	0.76
CCOC(=O)C1(C)C=C(Nc2ccc(C)cc2)C(=O)N1c1ccc(C)cc1 (stereo unspecified)	-4.0	109.7	17.1	-11.6	2.0	-0.5	97.3	4.9	-17.1	1.08
CC12CCC(C(N)=O)(c3nc4ccccc4nc31)C2(C)C (stereo unspecified)	-5.9	99.3	-5.6	0.8	1.9	0.1	100.8	2.9	5.6	1.05
Cc1ccc(N(CC(=O)NC2CCCCC2)C(=O)c2ccc(C)s2)cc1	-2.3	96.8	-0.6	3.6	-0.3	-0.2	103.8	0.2	0.6	0.94
Nc1nonc1-n1nncc1-c1ccccc1	-9.1	98.4	-16.5	1.7	0.6	-0.5	97.9	10.0	16.5	1.34
CNC(=S)N(Cc1ccc(OC)cc1)C1CC(=O)N(c2ccc(C(=O)OC)cc2)C1=O (stereo unspecified)	-3.4	103.1	-8.3	-3.5	0.9	-0.2	100.7	-5.4	8.3	0.87
CN(CC(=O)N1CCN(c2ccccc2F)CC1)S(=O)(=O)c1cnc[nH]1	-3.5	98.1	-15.7	2.0	0.9	-0.2	103.1	3.4	15.7	0.93
CC(C)c1ccc(/C=C/C(=O)NCCC2=CCCCC2)cc1	3.1	100.5	12.6	-0.5	1.4	-0.2	96.5	4.3	-12.6	1.21
CCN(CC)CCn1c(NCc2cccc(OC)c2OC)nc2ccccc21	-8.5	100.6	-7.9	2.5	1.7	0.6	97.4	3.2	7.9	0.89
CCSc1nc(C)cc(Oc2ccc(=O)n(C)n2)n1	-2.2	97.8	-14.3	2.5	-0.4	-0.2	100.8	4.8	14.3	1.26
CCc1ccc2oc(-c3cc(N=Cc4cccc(OC)c4O)ccc3O)nc2c1	84.1*	83.7	161.9*	18.0	0.7	0.0	70.2	40.6	-161.9	4.16*

Compound profiles, as listed above. Screens in order: FLuc inh counter | STAT1 activator | APP 5'UTR act | STAT1 blocker | RAM network inh | Hsp70 activator | STAT3 activator | STAT3 blocker | APP 5UTR inh | NF-kB neuron act
`CS(=O)(=O)N(CC(=O)N1CCN(Cc2ccc3c(c2)OCO3)CC1)Cc1ccc(Cl)cc1` is listed with -6.1 | 91.3 | -8.5 | 9.5 | 2.0 | -0.4 | 68.4 | 41.4 | 8.5 | 0.98
`Nc1nonc1-n1nncc1-c1ccccc1` is listed with -9.1 | 98.4 | -16.5 | 1.7 | 0.6 | -0.5 | 97.9 | 10.0 | 16.5 | 1.34

Continuation:
SMILES	FLuc inh counter	STAT1 activator	APP 5'UTR act	STAT1 blocker	RAM network inh	Hsp70 activator	STAT3 activator	STAT3 blocker	APP 5UTR inh	NF-kB neuron act
CN1/C(=C/C=C(C#N)C#N)C(C)(C)c2ccccc21	2.0	100.0	5.6	0.7	5.8	-0.1	90.8	11.9	-5.6	1.2
CC(OC(=O)C1CCCO1)C(=O)NC1CCCC1 (stereo unspecified)	-2.9	94.0	21.5	6.6	-0.7	0.1	100.3	5.0	-21.5	1.18
CCCCCCCCCCCC(=O)c1c(O)cccc1O	-11.0	105.7	3.4	-7.3	3.2	-0.2	113.0	-14.8	-3.4	1.35
CSc1ccc(C(=S)N2CCN(C(c3ccccc3)c3ccccc3)CC2)cc1	-0.4	100.0	0.8	0.0	2.9	0.2	94.4	8.3	-0.8	0.91
CC1=CC(C)(C)N(C(=O)CSc2nncn2C)c2ccccc21	-9.5	93.3	-23.4	4.9	0.6	0.2	105.0	-2.9	23.4	1.03
CC(=O)c1c(O)cc(O)cc1CC(=O)O	-2.7	105.5	11.5	-7.3	0.9	-0.3	·	·	-11.5	0.85
S=C(N/N=C1\CCc2ccccc21)NC1CCCCC1	0.2	117.6	63.5	-19.7	1.6	-0.1	136.6*	-41.7	-63.5	1.19
CC(=O)N(C)c1ccc(NC(=O)Nc2ccc(C)c(C)c2)cc1	7.0	118.3	4.9	-21.1	0.8	0.0	90.1	21.5	-4.9	1.01
CCn1c(C(C)NC(=O)c2ccccc2C)n[nH]c1=S (stereo unspecified)	-4.2	94.1	8.6	5.5	2.5	0.1	103.7	3.1	-8.6	0.92
O=C(NCc1ccc(F)cc1)C(c1ccccc1)N(C(=O)c1csnn1)C1CC1 (stereo unspecified)	-5.9	94.2	1.9	5.9	6.0	-0.4	108.7	-6.4	-1.9	0.99
COc1ccccc1NC(=O)C1C2C=CC3(CN(Cc4cccnc4)C(=O)C13)O2 (stereo unspecified)	-4.4	97.3	-15.7	3.0	-0.3	-0.3	101.7	3.2	15.7	1.11
Cc1nn(Cc2ccc(Cl)cc2Cl)c(C)c1NC(=O)C1C2CCC(O2)C1C(=O)O (stereo unspecified)	-9.5	91.1	-6.4	17.3	0.1	-0.2	62.9	47.2*	6.4	0.95
Cc1cc2occ(CC(=O)NC3=NCCS3)c2cc1C(C)C	-9.2	102.8	-10.1	-3.1	1.0	0.0	96.9	6.1	10.1	1.07
C=CCNC(=S)N/N=C/c1ccc(OCc2ccccc2Cl)cc1	-6.6	103.5	-18.6	-3.8	8.4	-0.2	94.4	7.0	18.6	0.98
Cn1c(=O)n(C)c2cc(S(=O)(=O)NCCO)ccc21	-4.6	93.3	-3.5	7.2	-0.3	-0.1	115.0	-12.8	3.5	1.47
COc1ccccc1-n1cnc2cc(NCc3ccco3)ccc21	-4.4	108.2	-94.3	-8.9	4.0	1.0	115.5	-14.5	94.3*	1.28
COC(=O)c1ccc(OC(=O)c2nn(C)cc2Cl)c(OC)c1	-4.5	97.5	12.5	3.9	1.0	-0.3	90.7	17.2	-12.5	1.05
CCOC(=O)c1ccccc1NC(=O)CSc1nnc(Cc2cccn2C)n1-c1ccc(F)cc1	-4.3	91.1	-1.3	9.8	3.5	-0.6	98.8	7.2	1.3	0.74
COc1ccc(S(=O)(=O)/N=C2/NC(=O)/C(=C/c3ccco3)S2)cc1	-5.1	104.3	-11.3	-4.9	4.9	-0.3	103.0	-3.2	11.3	1.12
CCN(CC)c1ccc(C(=O)OCc2cc(=O)oc3cc(O)ccc23)cc1	-3.3	91.5	-3.3	9.4	3.8	-0.6	105.9	3.4	3.3	1.65
